From PubChem BioAssay
sdo1 growth: growth rescue of sdo1-depleted yeast, primary screen, S. cerevisiae, bone marrow failure model | S. cerevisiae sdo1-depleted JHY4D growth rescue, OD600 30 h; stronger effect = higher value; pdr5 snq2 efflux-pump mutant strain | z-score at 10 µM | 140,000 compounds, 0.21% hits;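 active = z-score above 3 at both the 24 hr and the 30 hr optical density reads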;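 note: z-score against mean and SD of all compound wells on the same plate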
Insulin prom inh: inhibitors of insulin promoter-driven GFP, primary screen, imaging, TRM-6 cells (human fetal islet line), eGFP reporter, cell count; reporter expression induced with tamoxifen; inhibition, % at 2 µM; 130,000 compounds, 0.9% hits;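 active = inhibition above the mean plus 3 SD, with well images judged a real hit on visual review, cut at about 60% in these data, passing the limit was not always enough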
sdo1 growth Rescue 24 h: also measured in sdo1 growth; calls as there; z-score; S. cerevisiae sdo1-depleted JHY4D growth rescue, OD600; measured here: growth rescue at 24 h;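 0 is the plate mean of compound wells and units are plate SD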
The depositor's hits bear a star; i = inactive; · = not tested or not shown. Only part of the results is shown; the hit share may differ from the screen's.

Values run as follows: sdo1 growth	sdo1 growth Rescue 24 h	Insulin prom inh
Cc1nc2cc(NC(=O)NCc3ccco3)ccc2n1C
→ 0.54	1.1	14
O=C(CSc1nc(O)cc(=O)[nH]1)N1CCCc2ccccc21
→ 1.7	2.4	15
N=C1SCC(=O)N1/N=C/c1ccccc1
→ ·	·	-7
Cn1c(=O)c2c(-c3ccccc3)n(Cc3ccccn3)cc2n(C)c1=O
→ -0.51	-0.29	·
Cc1cccc(NC(=O)N(Cc2cc3cc(C)cc(C)c3[nH]c2=O)CC2COCCO2)c1 (stereo not given)
→ -0.32	0.12	0
Cc1ccc(S(=O)(=O)N2CCc3ccccc3C2CN2C(=O)c3ccccc3C2=O)cc1 (stereo not given)
→ -1.4	-1.8	39
O=C(CN1CCN(Cc2ccccc2Cl)CC1)N=Nc1c(O)[nH]c2ccccc12
→ 0.63	0.38	-4
CCC(C)/C(C)=N/NC(=O)c1ccc(CSc2nc3ccccc3s2)cc1 (stereo not given)
→ -0.51	-0.24	100*
O=C(Nc1ccccc1)c1ccc(NCC2CCCO2)c([N+](=O)[O-])c1 (stereo not given)
→ 11*	4.8*	·
CCCc1nnc(SCC(=O)N2CCOCC2)n1CC1CCCO1 (stereo not given)
→ ·	·	36
CCOC(=O)CSc1nc(N)c(C#N)cc1C#N
→ 2.8	3.8	50
CCN1CCN(C(=O)CS(=O)(=O)Cc2nc(-c3ccc(C)cc3)oc2C)CC1
→ 0.44	0.83	·
O=C(CCCOc1ccccc1)n1nnc2ccccc21
→ 0.5	0.66	17
C#CC(CC)(CC)NC(=O)c1c(C)noc1C
→ 0.67	-0.39	4
CCOc1ncccc1C(=O)Nc1ccc(-c2cn3ccsc3n2)cc1
→ -1.4	-0.59	37
CCOC(=O)/C(C#N)=C\c1ccc(CC)s1
→ -0.32	-0.63	-3
Cc1ccc(NC(=O)CSc2nnc(NC(=O)CN3CCOCC3)s2)cc1
→ 1.5	1.7	·
CCCCOC(=O)Nc1ccc(C(=O)OCCC)cc1
→ -0.82	-0.57	8
CCOC(=O)CN1C(=O)Nc2ccc(Br)cc2C1c1ccccc1 (stereo not given)
→ -0.56	-0.83	-50
CCNc1nc(SC(C)C(=O)OC)nc(N(C)C)n1 (stereo not given)
→ ·	·	33

Looked up by structure from the list above (five):
Values run as follows: sdo1 growth	sdo1 growth Rescue 24 h	Insulin prom inh
CCOc1ncccc1C(=O)Nc1ccc(-c2cn3ccsc3n2)cc1
→ -1.4	-0.59	37
CCNc1nc(SC(C)C(=O)OC)nc(N(C)C)n1 (stereo not given)
→ ·	·	33
N=C1SCC(=O)N1/N=C/c1ccccc1
→ ·	·	-7
CCCc1nnc(SCC(=O)N2CCOCC2)n1CC1CCCO1 (stereo not given)
→ ·	·	36
C#CC(CC)(CC)NC(=O)c1c(C)noc1C
→ 0.67	-0.39	4

New compounds follow
Values run as follows: sdo1 growth	sdo1 growth Rescue 24 h	Insulin prom inh
COc1ccccc1N(CC(=O)Nc1ccccc1C(=O)NCC(C)C)S(C)(=O)=O
→ 0.75	0.13	-206
O=C(NCC1CCCO1)C(c1cccs1)N(Cc1ccccc1Cl)C(=O)c1ccc(-c2ccccc2)[nH]1 (stereo not given)
→ 0.31	0.38	-46
O=C(N/N=C/c1cccc([N+](=O)[O-])c1)c1cc2c(ccc3ccccc32)o1
→ -0.08	0.84	·
O=C(c1ccccc1)N1CCN(C(=O)N2CCOCC2)CC1
→ -0.39	-0.29	49
CCNC(=O)Cn1c(=O)c2c(ncn2Cc2ccccc2)n(Cc2ccccc2)c1=O
→ 0.64	0.25	-7
COc1cc(C2C(Oc3ccccc3C)C(=O)N2Cc2ccc(F)cc2)cc(OC)c1OC (stereo not given)
→ -0.84	-1.6	-27
COc1cc(CCC(=O)OCn2nnc3ccccc3c2=O)cc(OC)c1OC
→ -0.16	-1.1	-71
O=C(c1nc2nc(-c3ccc(Cl)cc3)cc(C(F)(F)F)n2n1)N1CCOCC1
→ 0.53	-0.08	-33
Cc1ccccc1N1C(=O)CC(N(O)c2ccccc2)C1=O (stereo not given)
→ -0.33	-0.49	-67
Cc1[nH]c2ccccc2c1C(=O)C(=O)NCCC1=CCCCC1
→ -0.28	0.1	·
COc1ccc(-c2noc(CSc3ccc(C)cc3)n2)cc1
→ -0.36	0.06	i
COc1ccc(NC(=S)Nc2ccc(OCc3ccccc3)cc2)cc1OC
→ -0.76	-1.1	·
N#CC(=C1CCCC1)c1nc(-c2cc3ccccc3oc2=O)cs1
→ -0.72	0.35	-35
O=C(O)COc1ccc(NC(=O)c2ccco2)cc1
→ 1	1.2	71
CCCCCCOc1ccc(OC(=O)c2cccnc2)cc1
→ -0.15	-0.47	3
O=C(CCc1ccccc1)Nc1ccc(NC(=O)c2ccco2)cc1
→ 0.27	-0.53	·
COc1ccc(N=N/C(=C\O)C(=O)c2cccs2)cc1
→ ·	·	0
COc1ccc(NC(=O)CN2CCN(CC(=O)Nc3ccc(OC)c(OC)c3)CC2)cc1
→ 0.24	-0.32	38
CCOc1ccc(C(=O)NC(=S)Nc2ccc(N3CCOCC3)c(Cl)c2)cc1[N+](=O)[O-]
→ -1.8	-1.3	-44
CC(/C=N/NC(=O)c1cccnc1)=C\c1ccco1
→ -0.25	-1.1	21

3 entries from above, arranged by molar mass, largest number first:
Values run as follows: sdo1 growth	sdo1 growth Rescue 24 h	Insulin prom inh
O=C(NCC1CCCO1)C(c1cccs1)N(Cc1ccccc1Cl)C(=O)c1ccc(-c2ccccc2)[nH]1 (stereo not given)
→ 0.31	0.38	-46
CCCCCCOc1ccc(OC(=O)c2cccnc2)cc1
→ -0.15	-0.47	3
N=C1SCC(=O)N1/N=C/c1ccccc1
→ ·	·	-7

Next part.
Values run as follows: sdo1 growth	sdo1 growth Rescue 24 h	Insulin prom inh
CSc1n[nH]c(-c2sccc2OCc2ccc(C)cc2)n1
→ -0.91	-0.89	·
CN(C)CCCNC(=O)/C=C/c1ccc2c(c1)OCO2
→ -0.46	-0.75	13
Cc1ccc(OCCCn2c(=O)sc3ccccc32)cc1
→ -0.35	-0.32	-28
COc1ccc(NC(=O)C2CCC(CNc3c(N4CCCCC4)c(=O)c3=O)CC2)cc1OC (stereo not given)
→ 0.03	-0.64	·
COc1ccc(Cl)cc1NC(=O)COC(=O)CCCN1C(=O)c2ccccc2C1=O
→ -0.18	0.16	·
COC(=O)N/N=C\c1cccc(OC(=O)c2cccs2)c1
→ ·	·	-12
COC(=O)C(C)Oc1ccc2c(-c3cccc([N+](=O)[O-])c3)cc(=O)oc2c1 (stereo not given)
→ -0.28	-1.1	56
Cc1nc(NC(=O)CSc2nnc(-c3ccccc3)c(-c3ccccc3)n2)c(Cl)cc1Cl
→ -0.83	-0.87	·
Cc1ccc2oc(C(Cl)(Cl)Cl)cc(=O)c2c1
→ -2.2	-0.73	·
Cc1cc[n+](-c2[nH]c(=O)sc2/C=N/NC(=O)c2ccccc2[O-])cc1C
→ 1.4	1.9	·
C=CC(C)N1C(=O)S/C(=C\c2ccc(N3CCOCC3)cc2C)C1=O (stereo not given)
→ 0.12	0.32	41
Cc1cc(NC(=O)CSc2nnc(-c3ccco3)n2Cc2ccco2)no1
→ -0.3	-0.93	-35
CCCCCC1NC(=O)NC1CCCCCC(=O)O (stereo not given)
→ 0.56	-0.06	24
COc1ccccc1N1CCN(C(=O)c2n[nH]c3ccccc23)CC1
→ ·	·	75*
CCN(CC)S(=O)(=O)c1ccc(Cl)c(OC)c1
→ 0.94	1.1	12
CC(C)CSc1nc2ccccc2c(=O)[nH]1
→ -1.2	-1.2	13
O=C(Nc1ccccc1Cl)c1ccccc1Cc1ccccc1
→ -0.24	-0.66	·
CC12CCC(=O)N1c1ccccc1C(=O)N2c1ccccc1 (stereo not given)
→ -0.14	-0.33	19
Cc1oc(-c2ccc3c(c2)OCCO3)cc1C(=O)O
→ 0.23	-0.44	12
O=C1c2cccc3c([N+](=O)[O-])ccc(c23)C(=O)N1CC1CCCO1 (stereo not given)
→ ·	·	-493
COc1ccc(CCNC(=O)C2CCN(S(=O)(=O)c3ccc(-n4cnnn4)cc3)CC2)cc1OC
→ -0.13	-0.62	0
CC1(C)N=C(N)N=C(N)N1c1cccc(C(=O)O)c1
→ 1.1	0.63	-25
CCOC(=O)CCc1c(C)c2ccc(OCc3ccc([N+](=O)[O-])cc3)cc2oc1=O
→ -1.2	-0.18	27
CNC(=S)N/N=C(\C)c1ccc(-n2ccnc2)cc1
→ 0.54	0.15	-157
[O-]/C(=C(\C(=S)Nc1cccc2ccccc12)[n+]1ccccc1)c1cccs1
→ ·	·	-31
O=C(Cn1c(=O)oc2cc(S(=O)(=O)N3CCCC3)ccc21)NCc1ccc(F)cc1
→ -0.93	-1.1	·
CCOc1cccc2cc(C(=O)N3CCN(C/C=C/c4ccccc4)CC3)c(=O)oc12
→ -1.1	-1.2	-340
COc1ccc(C2C=C(Nc3ccccc3)C(=O)N2c2ccccc2)cc1OC (stereo not given)
→ -0.65	-0.68	-7
O=C(CSC1=NCCS1)Nc1cccc2ccccc12
→ 2	2.3	-87
CCOC(=O)C(C#N)C(Cc1ccccc1)c1ccco1 (stereo not given)
→ 0.97	0.5	24
O=C(CSc1nnc(-c2ccccn2)n1-c1ccccc1)Nc1ccc2c(c1)OCO2
→ 1.2	2.6	-9
O=C(CCN1C(=O)C2C3C=CC(C3)C2C1=O)N1CCN(c2ccccc2F)CC1 (stereo not given)
→ -1.1	-1.1	·
CCN1C(c2ccccc2)=C(c2ccccc2)S/C1=C/C=C1\SC(=S)N(C)C1=O
→ -0.27	2.5	-31
Cc1ccc(N(CC(=O)NN=C2CCN(C)CC2)S(=O)(=O)c2ccccc2)c(C)c1
→ -0.09	-1	14
Cc1nc2c(ccc3nc(NC(=O)c4ccc(S(=O)(=O)N(C)C)cc4)sc32)s1
→ 0.46	2.9	·
COCCCn1c(SCC(=O)Nc2ccc(C)cc2)nc2ccccc2c1=O
→ ·	·	0
CCCNC(=O)NC(=O)COc1c(F)c(F)cc(F)c1F
→ 0.05	-0.73	6
CN(C)c1ccc(/C=C/C(=O)c2ccccc2O)cc1
→ ·	·	-164
COc1ccccc1C(=O)Nc1ccc(S(=O)(=O)N2CCc3ccccc32)cc1
→ 0.25	0.41	26
CN(CC(=O)Nc1cccnc1)S(=O)(=O)c1ccccc1
→ 0.67	0.52	-18

A second format for some results above.
CCCNC(=O)NC(=O)COc1c(F)c(F)cc(F)c1F
- sdo1 growth = 0.05
- sdo1 growth Rescue 24 h = -0.73
- Insulin prom inh = 6
CN(C)c1ccc(/C=C/C(=O)c2ccccc2O)cc1
- sdo1 growth = ·
- sdo1 growth Rescue 24 h = ·
- Insulin prom inh = -164

(list continues)
Values run as follows: sdo1 growth	sdo1 growth Rescue 24 h	Insulin prom inh
O=C(CCC(=O)OCC(F)(F)C(F)F)NCc1ccccc1
→ 0.07	0.12	·
Cc1ccc(N(Cc2ccc([N+](=O)[O-])cc2)C(=O)c2ccco2)cc1C
→ -1.3	-0.96	·
Cc1ccc(O)c(-c2cc(C(=O)NCc3ccncc3)[nH]n2)c1
→ 0.63	-0.19	-29
CS(=O)(=O)N(CCc1ccccc1)CC(=O)N1CCN(c2ccccc2)CC1
→ -0.24	-0.15	-39
CCOC(=O)C1C(=O)CC(C)(O)C(C(=O)OCC)C1c1ccc(C)s1 (stereo not given)
→ -0.89	-0.26	-8
FC(F)(F)c1cccc(Oc2ccc3c(C(F)(F)F)cc(C(F)(F)F)nc3n2)c1
→ 0.86	0.82	61
O/N=C\c1ccccc1Oc1ccc(F)cc1
→ ·	·	13
Cc1cccc(C)c1OCC(=O)N/N=C/C=C/c1ccco1
→ ·	·	-53
O=C(NCCCN1CCOCC1)c1c(F)cccc1F
→ 0.7	-0.31	54
C[C@@](Cc1ccc(O)c(O)c1)(NN)C(=O)O
→ 0.17	0.43	29
COC(=O)c1sccc1NC(=O)Cc1ccc(Br)cc1
→ -1.7	-1.5	3
C/C(N)=C(/C#N)C(=O)CSc1nnc(Nc2c(C)cccc2C)s1
→ -0.57	-0.46	·
CSc1ccc(Cl)c(C(=O)OCC(=O)N2CC(C)OC(C)C2)c1 (stereo not given)
→ -1.2	0.29	·
COc1ccc(C(=O)Nc2ccccn2)cc1
→ 0.71	0.57	25
CCn1c(C)nc2cc(-c3nc4n(n3)Cc3ccccc3-4)ccc21
→ 1.5	1.6	-19
CCOC(=O)c1ccc(NC(=O)CSc2n[nH]c(-c3ccncc3)n2)cc1
→ 0.18	-0.15	15
COc1ccc(C2=NCCn3cccc32)c(OC)c1
→ 0.38	1.1	0
CCOC(=O)c1c(-c2ccc(OC)cc2)csc1/N=C/C1=C(O)CCCC1=O
→ 0.33	-0.12	33
COc1ccc(NC(=O)C2C(=O)NC3(C)CC2c2ccccc2O3)cc1 (stereo not given)
→ 1.7	1.7	·
CSc1ccccc1C(=O)C1CCCN(C(=O)CCc2cccnc2)C1 (stereo not given)
→ ·	·	0
CC(C)C(=O)NC(=S)Nc1ccccc1C(=O)Nc1ccccc1
→ 2.4	2	·
CCCS(=O)(=O)n1nc(-c2ccc(OC)cc2OC)cc1N
→ 1.9	2.3	·
